M5 PAM: human M5 muscarinic receptor positive allosteric modulators, primary screen, CHO-K1 cells, Fluo-8 calcium fluorescence; activation, % at 3 µM; AID 624038, 2012; CHO-K1 hM5, ACh EC20 PAM; 0% = ACh EC20, 100% = ACh EC100; 0.3% of 360,000 active; Muscarinic acetylcholine receptor M5 (Homo sapiens), P08912;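 active = activation above the run cutoff, the mean activation of all test compounds plus 3 SD, cut at about 18% in these data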
Target sequence (P08912 whole entry, looked up): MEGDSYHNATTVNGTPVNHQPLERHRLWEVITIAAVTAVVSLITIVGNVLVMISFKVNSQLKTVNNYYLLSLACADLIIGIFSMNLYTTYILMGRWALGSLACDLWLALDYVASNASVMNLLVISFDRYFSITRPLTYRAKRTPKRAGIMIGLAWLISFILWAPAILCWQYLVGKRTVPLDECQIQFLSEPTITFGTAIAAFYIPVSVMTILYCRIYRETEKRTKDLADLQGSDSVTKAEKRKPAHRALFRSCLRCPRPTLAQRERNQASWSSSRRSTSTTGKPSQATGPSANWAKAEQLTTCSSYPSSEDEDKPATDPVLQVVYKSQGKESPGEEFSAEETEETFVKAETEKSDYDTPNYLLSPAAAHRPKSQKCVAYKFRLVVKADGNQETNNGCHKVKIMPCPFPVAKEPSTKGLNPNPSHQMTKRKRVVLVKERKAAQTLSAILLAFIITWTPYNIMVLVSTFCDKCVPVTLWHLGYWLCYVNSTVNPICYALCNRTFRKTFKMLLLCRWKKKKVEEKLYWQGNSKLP
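Assay system: CHO-K1 hM5 cells / Incubation: Fluo-8 loading 80 min at 37 °C plus 30 min room temperature / Technique: Fluo-8 calcium dye fluorescence, kinetic read / Repeats: single replicate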
CHRM4 agonist: human M4 muscarinic receptor agonists, primary screen, CHO-K1 cells, Fluo-8 calcium fluorescence. Muscarinic acetylcholine receptor M4 (Homo sapiens), P08173. CHO-K1 hM4/Gqi5; vehicle 0%, full acetylcholine response 100%. activation, % at 3 µM. 0.14% of 360,000 active. AID 624127, 2012;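 active = activation above the run mean over all test wells plus 3 SD, cut at about 32% in these data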;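 also: peak over basal fluorescence ratio per well then scaled between controls; 0% = DMSO wells and 100% = acetylcholine at EC100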
CHRM5 agonist: human M5 muscarinic receptor agonists, primary screen, CHO-K1 cells, Fluo-8 calcium fluorescence | 0.19% of 360,000 active | AID 624037, 2012 | activation, % at 3 µM | CHO-K1 hM5 cells; 0% DMSO wells, 100% maximal acetylcholine response;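 active = activation above the run's mean over test compounds plus 3 SD, cut at about 23% in these data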;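 also: signal is peak over basal fluorescence ratio across the kinetic read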
CRFBP-R2 block: antagonists of CRF-BP/CRF-R2 complex, primary screen, cell-based, HEK293, calcium dye fluorescence, uHTS. CRF-induced calcium fluorescence. inhibition, % at 11.8 µM. 0.59% of 350,000 active;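 active = inhibition of the ligand-induced calcium signal above about 50% at the single tested concentration, limit read from the data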
CHRM5 antagonist: human M5 muscarinic receptor antagonists, primary screen, CHO cells, Fluo-8 calcium fluorescence. 0.59% of 360,000 active. CHO-hM5 cells, ACh EC80. inhibition, % at 3 µM. AID 624040, 2012;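 active = inhibition above a per-plate cutoff, the mean of that plate's test compounds plus 3 SD, cut at about 27% in these data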;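 also: 0% = acetylcholine EC80 with DMSO and 100% = DMSO without agonist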
CRFR2-BP ag: agonists of CRF-BP/CRF-R2 complex, primary screen, cell-based, HEK293, calcium dye fluorescence, uHTS. CRF-binding protein / CRF receptor 2 complex (human). calcium dye fluorescence (FLIPR); percent of saturating CRF peptide response. activation, % at 13.2 µM. 0.46% of 350,000 active. AID 588473, 2011;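 active = activation of at least 50%, plus an integration ratio under a set limit after plate pattern correction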;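 also: plate controls were neutral control wells without compound for no effect and CRF at EC100 for full effect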
M1 PAM: human M1 muscarinic receptor positive allosteric modulators, primary screen, CHO-K1 cells, Fluo-8 calcium fluorescence, 1536-well. Muscarinic acetylcholine receptor M1 (Homo sapiens), P11229. CHO-K1 hM1, ACh EC20; 0% = ACh EC20, 100% = maximal ACh. activation, % at 3 µM. 0.088% of 360,000 active. AID 588819, 2011; in the data active = activation above about 19%, passing the limit was not always enough
Target sequence (P11229 whole entry, looked up): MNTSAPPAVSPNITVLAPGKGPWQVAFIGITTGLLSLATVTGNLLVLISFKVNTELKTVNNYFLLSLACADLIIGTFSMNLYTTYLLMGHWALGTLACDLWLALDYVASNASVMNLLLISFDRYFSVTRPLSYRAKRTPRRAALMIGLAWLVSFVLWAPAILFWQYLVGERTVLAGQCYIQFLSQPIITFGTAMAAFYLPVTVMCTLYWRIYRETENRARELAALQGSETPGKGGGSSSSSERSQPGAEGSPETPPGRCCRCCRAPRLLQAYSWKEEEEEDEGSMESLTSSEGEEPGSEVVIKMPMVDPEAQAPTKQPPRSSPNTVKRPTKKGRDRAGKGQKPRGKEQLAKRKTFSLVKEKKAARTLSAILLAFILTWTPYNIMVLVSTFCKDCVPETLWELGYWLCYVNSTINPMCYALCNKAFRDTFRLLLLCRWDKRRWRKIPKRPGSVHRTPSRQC
CHRM4 antagonist: human M4 muscarinic receptor antagonists, primary screen, CHO cells, Fluo-8 calcium fluorescence. Muscarinic acetylcholine receptor M4 (Homo sapiens), P08173. CHO-hM4 cells, ACh EC80. inhibition, % at 3 µM. 0.73% of 360,000 active. AID 624125, 2012;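 active = inhibition above its plate's cutoff, the mean inhibition of sample wells plus 3 SD, cut at about 27% in these data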;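 also: 0% = acetylcholine EC80 with DMSO and 100% = DMSO without agonist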
M4 PAM: human M4 muscarinic receptor positive allosteric modulators, primary screen, CHO-K1 cells, Fluo-8 calcium fluorescence; 0.4% of 360,000 active; activation, % at 3 µM; CHO-K1 hM4/Gqi5, ACh EC20; 0% = ACh EC20, 100% = maximal ACh; Muscarinic acetylcholine receptor M4 (Homo sapiens), P08173;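 active = activation above its plate's cutoff, the mean activation of sample wells plus 3 SD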; also: some results filed as inactive read as strong as hits
* hit, by the source's call; . = no result given. Only part of the results is shown; the hit share may differ from the screen's.

SMILES | M5 PAM | CHRM4 agonist | CHRM5 agonist | CRFBP-R2 block | CHRM5 antagonist | CRFR2-BP ag | M1 PAM | CHRM4 antagonist | M4 PAM
O=C1NC(=O)N(CCc2ccc(F)cc2)C(=O)/C1=C/c1cccs1 | 6 | 0 | 6 | -40 | 5 | 7.7 | 3 | -1 | -2
O=c1c2ccccc2nc(-c2ccccc2)n1-c1nccs1 | -10 | 5 | -2 | 10 | 8 | -3.8 | 0 | 8 | -11
CNCC(O)c1cc(F)c(OCc2ccccc2)c(OCc2ccccc2)c1F (stereo not given) | 4 | 6 | 6 | -9 | 9 | -1.4 | 0 | 12 | 9
c1cncc(C2CCCCN2)c1 (stereo not given) | 1 | 2 | 2 | 0 | 1 | 0.2 | 1 | -15 | 10
COc1ccccc1NC(=O)COC(=O)c1cn(C)c2ccccc12 | -19 | 23 | -5 | -8 | 7 | -1.1 | -6 | 9 | -7
COc1cc2c3cc1Oc1cc(ccc1O)C[C@@H]1c4c(cc(OC)c(O)c4Oc4cccc(c4)C[C@@H]3N(C)CC2)CC[N+]1(C)C | 4 | 2 | 0 | -36 | -10 | 1.1 | 0 | -19 | 3
C=CC1CN2CCC1CC2C(OC(C)=O)c1ccnc2ccc(OC)cc12 (stereo not given) | -6 | 0 | -5 | 5 | 10 | -1.4 | -2 | 6 | -3
Fc1ccc2c(c1)nnn2C1CCN(Cc2nnnn2CCc2ccccc2)CC1 | -7 | 4 | -4 | 46 | 2 | -0.8 | -1 | -1 | -8
CC1CCCCN1Cc1cccnc1 (stereo not given) | 1 | 2 | -9 | 3 | 12 | -0.2 | 5 | 3 | 3
CC(C)C12CN3CCN(CC(C3)C1O)C2 (stereo not given) | 4 | 3 | 4 | -2 | -6 | -1.8 | 8 | 0 | 2
N#Cc1ccc(OCC(=O)N2CCN(Cc3ccc4c(c3)OCO4)CC2)cc1 | 6 | 3 | 4 | -1 | 0 | -2.2 | 1 | 11 | -12
CCOP(=O)(OCC)C(NC(=O)CN1C(=O)c2ccccc2S1(=O)=O)C(Cl)(Cl)Cl (stereo not given) | -3 | 2 | 3 | -5 | 4 | 0.3 | -4 | 8 | 19
COC(=O)C(O)(c1ccc(N(C)C(=O)COc2ccccc2)cc1)C(F)(F)F (stereo not given) | -3 | 1 | -1 | 1 | 5 | -1.4 | 3 | 0 | -6
Oc1cc(O)cc(/C=C/c2ccc(O)cc2O)c1 | 6 | 1 | 3 | 18 | -7 | -1.3 | 9 | 12 | 9
COc1ccc(CN2CCN(C(=O)Cc3ccccc3)CC2)c(OC)c1 | 2 | 0 | -5 | -8 | -7 | 2.4 | 4 | 9 | 1
Cc1cccc(CN2CCCC(C(=O)c3ccc4c(c3)OCO4)C2)n1 (stereo not given) | -3 | 1 | -6 | 13 | 3 | 1.7 | -32 | -2 | -13
CC(=O)Nc1ccc(C(=O)C(Cc2ccccc2)N(C)C)cc1 (stereo not given) | 0 | 3 | -5 | -1 | 2 | -1.1 | 7 | 1 | -6
CC(=O)N1CCC(N2CCCC(C(=O)c3cccc(Cl)c3)C2)CC1 (stereo not given) | -16 | 1 | -10 | 67* | 18 | 1.8 | -34 | 27* | -21
Cc1ccc(OP(=O)(NCc2ccccc2)Oc2ccc(C)cc2)cc1 | -6 | 0 | -3 | -68 | 0 | 8.9 | -6 | -16 | 2
CC1(C)N=C(c2ccccc2)[C@@H]2C(c3ccc([N+](=O)[O-])cc3)N21 (stereo not given in full) | -2 | 0 | -4 | 18 | 4 | -1.6 | 6 | 1 | 4
Cc1ccsc1C(=O)C1CCCN(Cc2cnc(N3CCOCC3)s2)C1 (stereo not given) | -1 | 3 | -3 | -12 | 5 | 0.4 | 0 | -2 | 0
COc1ccc(Br)cc1CN1CCN(C(=O)Cc2ccccc2)CC1 | 7 | 0 | -4 | 5 | -2 | -2.0 | 1 | 0 | 13
Nc1cc(Cl)cc(C(=O)O)c1Cl | 5 | 0 | 2 | 7 | -2 | -0.6 | 6 | -8 | -1
COc1ccc(C2NCc3ccc4c(c3-n3cccc32)OCO4)cc1OC (stereo not given) | -1 | 9 | -1 | -6 | -7 | -1.1 | -4 | -2 | -8
OC1CCCCC1N1CCC(c2ccccc2)CC1 (stereo not given) | -1 | 2 | 0 | -5 | 5 | 0.9 | 3 | -9 | 4

As entered above.
Cc1cccc(CN2CCCC(C(=O)c3ccc4c(c3)OCO4)C2)n1 (stereo not given) in CHRM5 antagonist → 3
c1cncc(C2CCCCN2)c1 (stereo not given) in CRFR2-BP ag → 0.2

2 entries from above, as labelled records.
Nc1cc(Cl)cc(C(=O)O)c1Cl
  M5 PAM: 5 | CHRM4 agonist: 0 | CHRM5 agonist: 2 | CRFBP-R2 block: 7 | CHRM5 antagonist: -2 | CRFR2-BP ag: -0.6 | M1 PAM: 6 | CHRM4 antagonist: -8 | M4 PAM: -1
COc1ccc(C2NCc3ccc4c(c3-n3cccc32)OCO4)cc1OC (stereo not given)
  M5 PAM: -1 | CHRM4 agonist: 9 | CHRM5 agonist: -1 | CRFBP-R2 block: -6 | CHRM5 antagonist: -7 | CRFR2-BP ag: -1.1 | M1 PAM: -4 | CHRM4 antagonist: -2 | M4 PAM: -8

(next part)
SMILES | M5 PAM | CHRM4 agonist | CHRM5 agonist | CRFBP-R2 block | CHRM5 antagonist | CRFR2-BP ag | M1 PAM | CHRM4 antagonist | M4 PAM
Cc1ccc(-n2c(=S)[nH]c3ccccc3c2=O)cc1F | -5 | 6 | 1 | 23 | 9 | -3.9 | -1 | -9 | 0
Nc1ccccc1C(=O)OCC(=O)c1ccc2c(c1)OCCO2 | 8 | 3 | -5 | -1 | -1 | -0.2 | 9 | -17 | 4
N#CC1c2ccccc2C=CN1C(=O)c1ccc(N(CCCl)CCCl)cc1 (stereo not given) | 2 | 0 | 1 | -37 | 9 | 6.5 | 14 | -11 | 4
Cc1cc(C)c(C(=O)CN2CCOCC2)c(C)c1 | -1 | 0 | -2 | 18 | -7 | -0.9 | 0 | -2 | 3
O=C(c1ccc(CS(=O)(=O)c2ccc(Br)cc2)o1)N1CCC2(CC1)OCCO2 | 1 | 1 | 2 | 0 | -4 | 0.1 | 8 | 9 | 0
Cc1cnn(C2CCN(C)CC2)c1N | -1 | 0 | 0 | 2 | -5 | 5.2 | 4 | 9 | 1
O=S1c2ccccc2-c2ccccc21 | -1 | 0 | 1 | -6 | -4 | 0.3 | 10 | -1 | 14
COC(=O)C1=C(c2ccc(OC)c(OC)c2)C[C@@H]2CC[C@H]1N2C(=O)NCCO | 1 | 1 | 1 | -1 | 16 | -0.6 | -3 | 7 | 9
COc1ccc(NC(=O)c2c(C)nn(Cc3ccccc3Cl)c2Cl)cc1Cl | -2 | 2 | 2 | 3 | 0 | 0.2 | 11 | 1 | -4
O=c1[nH]c(=S)n(C2CC2)c(O)c1C=Nc1cccc(C(F)(F)F)c1 | -2 | 2 | 0 | -24 | 3 | 1.0 | 8 | -1 | 9
O=P(/C(=N/O)N1CCCCC1)(N1CCOCC1)N1CCOCC1 | 0 | 1 | -1 | 18 | -2 | -2.8 | 6 | -3 | 3
COC(=O)C1=C(c2ccc(OC)c(OC)c2)C[C@@H]2CC[C@H]1N2C(=O)NCCOc1ccc(OC)cc1 | 4 | 2 | 1 | 6 | 3 | -0.6 | 10 | -3 | 4
CCn1c(=O)cc(OCC(=O)N2CCN(Cc3ccc4c(c3)OCO4)CC2)c2ccccc21 | 2 | 6 | -1 | -26 | -2 | 0.3 | -4 | -3 | -2
CCOc1ccc(NC(=O)c2c(O)[nH]c(=O)[nH]c2=O)cc1 | 7 | 0 | 5 | 0 | 1 | -2.4 | 6 | -9 | 10
Clc1ccc(OCC#CCN2CCCC2)cc1 | -17 | 2 | -10 | -1 | 31* | -2.1 | -29 | 2 | -22
CC12CCC3C(CC=C4CC(O)CCC43C)C1CC(=CN1CCOCC1)C2=O (stereo not given) | 3 | 2 | -2 | -7 | 9 | 0.9 | 0 | -6 | 0
Cc1ccccc1NC(=O)CCl | -3 | 0 | -4 | -6 | 7 | 2.2 | 10 | -1 | -8
CC1CCN(CC(=O)c2ccc3c(c2)OCCO3)CC1 | -4 | 2 | -7 | 11 | 8 | 3.1 | -10 | -3 | 8
N#CC1c2ccccc2-n2nncc2CN1S(=O)(=O)c1cc(Cl)cc(Cl)c1 (stereo not given) | 0 | 0 | 2 | -2 | -3 | 1.5 | 7 | 9 | -5
CCOc1ccccc1-n1c(O)c(C=NCCCN(CC)CC)c(=O)[nH]c1=O | -3 | 0 | -1 | 3 | -1 | 0.1 | 11 | -6 | 6
CCCCOC(=O)c1ccccc1C(=O)OCc1ccccc1 | -8 | -2 | -3 | 9 | 10 | -0.5 | 9 | -12 | -1
Cc1[nH]c2ccccc2c1CCNCc1cccnc1 | 2 | 2 | -5 | -7 | -4 | -1.1 | -2 | 5 | 2
O=C1C2CCN(CC2)C12CC2c1ccc(C(F)(F)F)cc1 (stereo not given) | 3 | 1 | 0 | 0 | 9 | -0.8 | 2 | -8 | 12
CCC(C)OC(=O)c1c(N)n(Cc2cccs2)c2nc3ccccc3nc12 (stereo not given) | -4 | 2 | -4 | -4 | 6 | -1.7 | 1 | 19 | -10
O=CC(Br)P(=O)(N1CCOCC1)N1CCOCC1 (stereo not given) | 4 | 0 | 4 | 14 | 0 | 0.6 | 8 | 1 | -3
Remaining list, next part:
SMILES | M5 PAM | CHRM4 agonist | CHRM5 agonist | CRFBP-R2 block | CHRM5 antagonist | CRFR2-BP ag | M1 PAM | CHRM4 antagonist | M4 PAM
NC(Cc1ccccc1)c1csc(Nc2ccccn2)n1 (stereo not given) | -11 | 5 | 2 | . | 12 | . | 4 | 0 | -3
CCC(=NCC1CCCO1)c1c(O)n(-c2ccc(Cl)cc2)c(=O)[nH]c1=O (stereo not given) | 0 | 0 | 1 | -1 | -4 | 4.8 | 6 | -6 | 13
O=C1CN=C(c2ccccc2)c2cc(Br)ccc2N1 | -2 | 0 | -4 | 2 | 12 | -0.9 | 9 | 1 | 2
Cc1cc(NC(=O)COC(=O)c2c(C)nn(Cc3ccccc3)c2Cl)no1 | 9 | 1 | -8 | -1 | 0 | -0.6 | 8 | -3 | 3
COc1cc(CN2CCN(C(=O)Cc3ccccc3)CC2)cc(OC)c1OC | 9 | 1 | -7 | 5 | 11 | -0.2 | 9 | 9 | 0
CCOC(=O)c1ccc(N=Cc2c(O)n(-c3ccccc3F)c(=S)[nH]c2=O)cc1 | -5 | 2 | -2 | -8 | 5 | 13 | -16 | 2 | -14
Cc1ccc(S(=O)(=O)Oc2ccccc2C=C2C(=O)N(C)C(=O)N(C)C2=O)cc1 | -6 | 0 | -9 | -25 | -4 | -0.8 | 8 | -2 | -1
COc1ccccc1OCC#CCN1CCCCCC1 | -9 | 0 | -13 | 10 | 9 | 2.4 | -15 | 5 | -11
O=C(NC(Cc1cnc[nH]1)C(=O)O)c1ccccc1 (stereo not given) | 2 | 0 | -4 | -4 | 1 | -0.4 | 7 | 3 | 0

Assay outcomes (PubChem)
